mcGAS inh – blocks mouse cGAS activity; recombinant cGAS, Kinase-Glo ATP depletion luminescence; hit rate 0.15% among 160,000; inhibition, % at 12.5 µM; Q8C6L5;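 further: 0% = negative control wells and 100% = reference inhibitor with no enzyme activity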
hcGAS lum – human cGAS inhibition. recombinant h-cGAS, ATP depletion, Kinase-Glo luminescence. inhibition, % at 12.5 µM. AID 1259398. Q8N884. hit rate 0.081% among 290,000;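 further: 0% = vehicle reaction and 100% = reaction without DNA for no activity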
Target sequence (Q8N884 whole entry, looked up): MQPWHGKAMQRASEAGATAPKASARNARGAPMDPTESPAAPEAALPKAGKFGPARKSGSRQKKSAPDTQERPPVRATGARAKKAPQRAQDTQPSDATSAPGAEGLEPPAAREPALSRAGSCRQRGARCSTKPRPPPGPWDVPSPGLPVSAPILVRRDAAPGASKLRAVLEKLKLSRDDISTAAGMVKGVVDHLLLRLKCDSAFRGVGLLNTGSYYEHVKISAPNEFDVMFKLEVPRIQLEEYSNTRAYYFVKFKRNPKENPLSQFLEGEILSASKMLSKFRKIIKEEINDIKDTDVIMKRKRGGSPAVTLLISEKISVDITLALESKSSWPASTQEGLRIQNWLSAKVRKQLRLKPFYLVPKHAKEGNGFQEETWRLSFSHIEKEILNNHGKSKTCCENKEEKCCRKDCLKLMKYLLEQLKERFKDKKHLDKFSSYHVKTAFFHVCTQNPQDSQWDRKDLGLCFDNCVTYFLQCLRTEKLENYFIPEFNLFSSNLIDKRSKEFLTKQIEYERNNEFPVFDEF
NPYLR7 ag – mosquito NPYLR7 agonism | HEK293T NPYLR7/Galpha15, GCaMP6s calcium fluorescence | activation, % at 10 µM | hit rate 0.15% among 270,000; in the data active means activation above about 40%;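 further: 0% = vehicle and 100% = reference agonist at the receptor; some compounds past the cut are filed as inactive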
An asterisk follows results filed as active; . = no result given; & = joins results of further samples. Unless noted, no stated cut-off is given here; in the data, active means inhibition above about 40%; inactive means the rest.

Each structure is followed by: hcGAS lum | NPYLR7 ag | mcGAS inh
- Cn1ncc2c(=O)[nH]c(CN3CCCC3c3ccc(O)cc3)nc21 (stereo unspecified)
    -12 | -1 | .
- Cn1cc(/C=C/C(=O)N(Cc2ccsc2)C(C)(C)C)cn1
    -9 | 9 | .
- CCOc1cc(N)c(Cl)cc1C(=O)NCC1CN(Cc2ccc(F)cc2)CCO1 (stereo unspecified)
    2 | -6 | .
- CC(=O)O[C@@H]1CC2C(C)(C)C=CC(=O)[C@]2(C)C2CC[C@@]3(C)[C@H](c4ccoc4)OC(=O)C4OC43[C@@]21C (stereo partly specified)
    -2 | . | -2
- CCS(=O)(=O)Oc1cccc(CN(Cc2ccco2)C(=O)c2ccc(OC)cc2)c1
    -5 | -15 | 2
- NC(=O)C1CCN(c2ccc(S(=O)(=O)NCC3CC3)cn2)CC1
    -5 | 25 | .
- CCc1nc2ccc(C(=O)Nc3ccc(OC)c(OC)c3)cn2c1N(C)Cc1cccs1
    -6 | 2 | -3
- Cc1ccc(-c2csc(C(C#N)C=Nc3ccc(S(=O)(=O)Nc4cc(C)on4)cc3)n2)c(C)c1 (stereo unspecified)
    -5 | 1 | -6
- O=C(CCN1Cc2ccccc2C1=O)NCc1cnn2ccccc12
    -4 | -4 | -16
- Cc1ccc(C2COCCN2C(=O)NC(C)Cc2ccsc2)o1 (stereo unspecified)
    -7 | 0 | .
- Cc1cccc(-c2n[nH]c(=S)n2-c2ccccc2C)c1
    2 | -9 | .
- O=C(N[C@H](CO)Cc1ccccc1)c1cccnc1Oc1cccc([N+](=O)[O-])c1
    -3 | 18 | -5
- Cc1ccc(C(=O)Nc2cccc(F)c2)cc1S(=O)(=O)N1CCOCC1
    9 | 2 | -6
- O=C(CCc1ccc(=O)[nH]n1)N1CCCC(c2ccn[nH]2)C1 (stereo unspecified)
    -1 | 6 | .
- CCCn1ccnc1CN1CCN(Cc2ccc(Cl)cc2)CC1
    -3 | 3 | -19
- Nc1nnc(Cc2ccsc2)o1
    -7 | 15 | -17
- CCS(=O)(=O)NCC(c1cccs1)S(=O)(=O)c1ccc(C)cc1 (stereo unspecified)
    -6 | 0 | -7
- CC(=O)N(CCN(C)C)Cc1c(-c2ccc(F)cc2)noc1N1CCN(C)CC1
    -5 | 8 | -6
- Cc1cn2c3c(=O)n(Cc4ccccc4F)c(=O)n(C)c3nc2n1Cc1ccco1
    -1 | 6 | .
- Cc1cc(C)c(NC(=O)c2sc3ccccc3c2Cl)c(C)c1
    -2 | -6 | -5

4 compounds from above with just NPYLR7 ag and hcGAS lum.
SMILES	NPYLR7 ag	hcGAS lum
Nc1nnc(Cc2ccsc2)o1	15	-7
CCS(=O)(=O)NCC(c1cccs1)S(=O)(=O)c1ccc(C)cc1 (stereo unspecified)	0	-6
CC(=O)N(CCN(C)C)Cc1c(-c2ccc(F)cc2)noc1N1CCN(C)CC1	8	-5
Cc1cn2c3c(=O)n(Cc4ccccc4F)c(=O)n(C)c3nc2n1Cc1ccco1	6	-1

Entries of single compounds as entered above.
CCCn1ccnc1CN1CCN(Cc2ccc(Cl)cc2)CC1 is listed with hcGAS lum = -3; NPYLR7 ag = 3; mcGAS inh = -19
O=C(N[C@H](CO)Cc1ccccc1)c1cccnc1Oc1cccc([N+](=O)[O-])c1 is listed with hcGAS lum = -3; NPYLR7 ag = 18; mcGAS inh = -5

(cont.)
Each structure is followed by: hcGAS lum | NPYLR7 ag | mcGAS inh
- Cc1ccc(C2Nc3ccccc3N=C3CC(c4ccccc4)CC(=O)C32)o1 (stereo unspecified)
    -3 | 3 | -7
- O=C(CC1CCCC1)N1CCC2(CC1)CN(C1CCC1)CC2CO (stereo unspecified)
    -3 | . | 1
- COc1ccc(Cl)cc1NC(=O)CNc1ccc2c(c1)OC(F)(F)O2
    3 | 0 | .
- Cc1cc(Nc2ccccc2)nc(N2CCN(C(=O)CCC3CCCCC3)CC2)n1
    -7 | 8 | .
- CCOc1cc(/C=C2\C(=N)N3N=CSC3=NC2=O)ccc1OC(=O)c1cccs1
    -2 | -1 | .
- COC(C(=O)Nc1ccc(C#N)cc1Br)c1ccccc1 (stereo unspecified)
    -4 | 3 | .
- CCOCCCn1c(SCc2ccccc2Br)nc2cc(S(=O)(=O)N3CCCC(C)C3)ccc21 (stereo unspecified)
    -10 | 14 | -5
- CCCNc1nc(SC)nc2c1cnn2CCNC(=O)c1ccc2c(c1)OCO2
    -5 | . | -6
- COc1ccccc1N1CCN(c2ccc(NC(=O)Nc3cc(C(F)(F)F)cc(C(F)(F)F)c3)cc2C(=O)NCc2ccc(F)cc2)CC1
    -13 | -9 | -4
- CCOC(=O)C(=O)N1CCN(CC(OCc2c(F)cccc2F)c2ccc(Cl)cc2)CC1 (stereo unspecified)
    -1 | . | 0
- O=C(/C=C/c1cscn1)NCc1cccc(N2CCCCC2=O)c1
    -8 | 13 | -15
- CC(C)S(=O)(=O)Oc1ccc(CN(CC2CCCO2)C(=O)NC(C)(C)C)cc1 (stereo unspecified)
    -11 | -5 | -6
- Cc1nc(C2CCCN(C(=O)NCc3ccccc3C)C2)no1 (stereo unspecified)
    -10 | 7 | -6
- O=C(COc1ccccc1)N1CCN(c2ccc(-c3cccs3)nn2)CC1
    -7 | -2 | -9
- O=C(Cn1nnnc1CN1CCCC1)N1CCC(N2CCc3ccccc3C2)CC1
    -6 | -6 | -3
- NC(=O)C1CCN(Cc2csc(-c3ccccc3)n2)CC1
    -15 | 1 | -1
- Cc1nc(C2(NC(=O)c3cc4ccc(C(C)(C)C)cc4[nH]3)CCCCC2)no1
    -10 | 14 | .
- Cc1ccccc1CN(CCN1CCOCC1)CC(O)COc1ccc(Cl)cc1 (stereo unspecified)
    -10 | 17 | -6
- O=C(CSc1ncnc2sccc12)Nc1ccnn1C1CCCC1
    -4 | 0 | .
- CC(C)CN(CC(=O)N(Cc1cccn1Cc1ccccc1Cl)C1CCCCC1)C(=O)c1cccc(F)c1
    -4 | -2 | -6

Three structures from above, sorted by molar mass, smallest number first.
Each structure is followed by: hcGAS lum | NPYLR7 ag | mcGAS inh
- NC(=O)C1CCN(Cc2csc(-c3ccccc3)n2)CC1
    -15 | 1 | -1
- Cc1nc(C2CCCN(C(=O)NCc3ccccc3C)C2)no1 (stereo unspecified)
    -10 | 7 | -6
- Cc1ccccc1CN(CCN1CCOCC1)CC(O)COc1ccc(Cl)cc1 (stereo unspecified)
    -10 | 17 | -6

The list goes on:
Each structure is followed by: hcGAS lum | NPYLR7 ag | mcGAS inh
- CCOC(=O)C1CCN(C(=O)c2cccc(CSc3nc(-c4ccccc4)cc(N(C)C)n3)c2)CC1
    -6 | . | -4
- O=C1NCCN(CC(c2ccccc2)c2ccccc2)C1CC(=O)N1CCCO1 (stereo unspecified)
    -11 | 7 | .
- COc1ccc(CN2CCN(Cc3cnn(C)c3)CC2CCO)c(C)c1C (stereo unspecified)
    -3 | -6 | .
- CCOCC1CCN(S(=O)(=O)c2sc3c(c2C(=O)O)CCNC3)CC1
    -2 | 2 | .
- Cn1c(O)c(N=NC(=O)c2cccnc2)c2cc(Br)ccc21
    -4 | 0 | -5
- c1ccc(-c2nc(NCC3CC3)nc3ccsc23)cc1
    -10 | 6 | .
- Cc1ccc(/C=C/C(=O)N2CCCC2C(=O)NC2CC2)c(C)c1 (stereo unspecified)
    -3 | 2 | -10
- CCC(C(=O)NCc1cccnc1)n1c(=O)n(-c2cccc(C)c2)c(=O)c2ccc(Cl)cc21 (stereo unspecified)
    -2 | 3 | -4
- CCc1csc(NC(=O)N2CCN(C(C)c3cccnc3)CC2)n1 (stereo unspecified)
    -8 | 2 | .
- Cc1ccc(CNC(=O)CSc2nc(=O)n(CCCO)c3c2CCC3)cc1
    -4 | -11 | -6
- Cc1cccc2c(C3CCN(C(=O)c4ccc5c(c4)OCO5)CC3)c[nH]c12
    -5 | 30 | -8
- O=C(Nc1nnc(C2CC2)s1)C1Cc2ccccc2O1 (stereo unspecified)
    -14 | 1 | .
- O=C(CSCc1ccccc1Cl)NCCn1cccn1
    -7 | 6 | -19
- COc1ccc(-n2ccc(CNc3ncc(Br)cc3C)n2)cc1
    -2 | 0 | -10
- CN(C)c1cccc2c1C(=O)c1ccccc1C2=O
    -10&-13 | 10&-6 | -10&-9
- CCCCOc1ccc(C(=O)N(CCCC)CC(=O)N2c3ccccc3-n3cccc3C2c2cc(OC)ccc2OC)cc1 (stereo unspecified)
    -4 | 14 | -4
- CCN(CC)[P+](N(C)Cc1ccco1)(N(CC)CC)N(CC)CC
    -7 | 0 | .
- CN(C)/C=C1\C(=O)N(c2c(Cl)cccc2Cl)c2cc(C=C(C#N)C#N)ccc21
    -38 | 125* | .
- CCC(C)N(Cc1csc(COc2cc(C)cc(C)c2)n1)C(=O)NC(C)(C)C (stereo unspecified)
    -5 | 30 | -5
- COCCCNC(=O)C(NC(=O)c1ccc(OC)cc1)C1CCN(C(=O)c2cccs2)CC1 (stereo unspecified)
    -3 | 25 | -3
- CC(c1nc(-c2cccc(C(F)(F)F)c2)no1)N1CCNC(=O)C1 (stereo unspecified)
    -11 | 8 | -9
- CC(=O)Nc1ccc(NC(=O)Cn2nc(-c3ccc(F)cc3)ccc2=O)cc1
    -8 | 10 | .
- CCCC(Br)C(=O)Nc1cc(C)on1 (stereo unspecified)
    -4 | 5 | .
- Cc1nn(C)c(C)c1C(C)NC(=O)N1CC=C(c2cccs2)CC1 (stereo unspecified)
    -7&3 | 5&-8 | -1
- OC1CSC(O)CS1 (stereo unspecified)
    17 | -5 | .
- Oc1ccc(Cl)cc1/C=N\Nc1nc(N2CCOCC2)nc(N2CCOCC2)n1
    -6 | 0 | -6
- COc1cccc(-c2csc(C(C#N)C=Nc3cc(Cl)ccc3OC)n2)c1 (stereo unspecified)
    0 | -5 | -3
- CCCCCCCCCCCCCCCCCCn1c(=S)[nH]c2ccccc21
    -4 | -1 | .
- Clc1cccc2c1nc(-c1ccccc1)n1nnnc21
    -4 | 16 | .
- O=C(NC(c1ccccn1)C1CCCC1)c1cnccn1 (stereo unspecified)
    7 | -3 | .
- CC1=C(C(=O)OCC(C)C)C(c2ccc(NC(=O)c3ccc(C)c([N+](=O)[O-])c3)cc2)NC(=S)N1C (stereo unspecified)
    -6 | 15 | -5
- CCN(CC)C(=O)c1cn(C2CCN(C(=O)C3(N)CCCC3)CC2)nn1
    -3 | -5 | -11
- Cc1cc(=O)[nH]c(-n2nc(C3CC3)cc2NC(=O)c2ccc(C(F)(F)F)cc2)n1
    -8 | 2 | .
- O=C(N/N=C\c1ccc([N+](=O)[O-])s1)c1cc(-c2ccccc2)nc2ccccc12
    -5 | 20 | -6
- COC(=O)C(C#N)c1nc2ccccc2nc1NCCCN1CCCCC1C (stereo unspecified)
    12 | 1 | .
- CCC1CN(C(=O)NC2CCCc3c2cnn3Cc2ccccc2)CCO1 (stereo unspecified)
    -15 | 3 | .
- Cc1ccc(C)c(Cc2c(C)nc(C)nc2N2CCN(C(=O)c3cccc(Br)c3)CC2)c1
    -9 | 18 | -5
- COc1cccc(-c2ccc(NC(=O)C3CCCN(C4CCSCC4)C3)cc2)c1 (stereo unspecified)
    -5&-5 | -4&4 | -7
- Nc1nnc(SCC(=O)c2ccc3c(c2)CCC3)s1
    -1 | 0 | .
- COc1ccc(C2CC2C(=O)O[C@H]2C(=O)OCC2(C)C)cc1 (stereo partly specified)
    -6 | 1 | -17

The list goes on, overlapping the part above by 2 compounds.
Each structure is followed by: hcGAS lum | NPYLR7 ag | mcGAS inh
- Nc1nnc(SCC(=O)c2ccc3c(c2)CCC3)s1
    -1 | 0 | .
- COc1ccc(C2CC2C(=O)O[C@H]2C(=O)OCC2(C)C)cc1 (stereo partly specified)
    -6 | 1 | -17
- CC1(C(=O)Nc2cnc3ccccc3c2)CCN1Cc1ccccc1Cl (stereo unspecified)
    -5 | -4 | .
- Cc1nc(NCc2cn[nH]c2-c2ccc(F)cc2)c2cnn(C)c2n1
    -3 | 0 | -14
- C=CCn1c(SCc2ccc(C(=O)c3ccccc3)cc2)nnc1-c1cc(-c2cccs2)nc2cc(C)c(C)cc12
    -8 | -6 | -7
- Cc1ccc(OCC(=O)NCC(=O)Nc2ccc(Br)cc2C)c([N+](=O)[O-])n1
    -5 | 3 | -8
- CC(=O)NC(C)(C#N)c1ccccc1 (stereo unspecified)
    -7 | -5 | .
- C=CCCC(O)CN(Cc1ccccc1)Cc1cccc(OC)c1 (stereo unspecified)
    -4 | 32 | -6
- CS(=O)(=O)c1ccc(CC(=O)N2C[C@@H]3[C@@H]4CC[C@@H](C4)[C@@H]3C2)cc1
    -3 | 8 | -11
- CC(CC(C)(C)O)=NCc1ccccc1
    -7 | -13 | .
- COc1cccc(C(=O)c2c(N)c(C(=O)Nc3ccc(C)cc3C)c3ccccn23)c1
    -2 | -5 | 0
- O=C(NC1CCCC1)c1ccc(OC2CCN(C(=O)c3ccc[n+]([O-])c3)CC2)c(Cl)c1
    -5 | 15 | -4
- OC(C#CC(O)(c1ccccc1)c1ccccc1)c1ccco1 (stereo unspecified)
    -9 | -1 | 5
- C=CCCOC(=O)N1CCC(=O)N(C)c2ccccc2C(OCC(=O)NC)C1 (stereo unspecified)
    -3 | 4 | -8
- COc1cccc(-n2nnc3c(=O)n(Cc4cccc(C)c4)cnc32)c1
    -2 | 9 | .
- O=C(Oc1ccc([N+](=O)[O-])cc1)N1CCCCC1
    2 | 1 | .
- Fc1cc(F)c2c(c1)C1C=CCC1C(c1ccccn1)N2 (stereo unspecified)
    -2 | 14 | .
- CCCCCCCCCC(=O)N1CC(c2ccccc2)CC1=O (stereo unspecified)
    -8 | -6 | .
- O=C(O)C1CN(c2ncccn2)CCN1C(=O)c1cccc2c1OCC2 (stereo unspecified)
    -2 | -3 | -2
- O=C(/C=C/c1ccco1)NCCN1CCn2cc(OCc3ccccc3)c(=O)cc2C1=O
    -9 | 9 | .
- CCNC(=S)NN=C(C)c1ccco1
    -13 | -7 | .

Bioassay records: PubChem BioAssay, Fisher Drug Discovery Resource Center
